High-throughput results as filed in PubChem.
DAGLB inhibitor = diacylglycerol lipase beta (human) inhibition | Q8NCG7 | actives 0.059% (n = 340,000) | inhibition, % at 5.17 µM | HEK293T DAGLB membrane lysate, EnzChek fluorogenic substrate; in the data active = inhibition above about 34%;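 also: 0% = enzyme with vehicle and 100% = wells lacking enzyme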
V-ATPase pHluor = alters yeast V-ATPase proton transport; S. cerevisiae, pHLuorin cytosolic pH fluorescence; response, % at 10 µM; actives 0.37% (n = 350,000); AID 504577; in the data active = response mostly above about 7.3%, no sharp cut-off; inactive = mostly below about 5.4%; also: actives read high; inactives centre near 0; some compounds called inactive have numbers as strong as hits; reference of the scale not given here
OPRM1-OPRD1 ag = OPRM1-OPRD1 heterodimerization agonism; actives 0.3% (n = 340,000); activation, % at 9.3 µM; cells, luminescence; AID 504326; in the data active = activation above about 18%;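 also: 0% = vehicle-treated cells and 100% = reference agonist; values of inactives mirror those of a sister screen read the other way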
MOR-DOR inv ag = inverse agonist of human OPRM1-OPRD1 heterodimerization | P35372+P41143 | cell-based MOR-DOR heterodimer luminescence, inverse agonism | inhibition, % at 9.3 µM | actives 0.21% (n = 340,000) | AID 504357; in the data active = inhibition above about 22%, passing the limit was not always enough;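 also: 0% = cells with DMSO and 100% = wells without cells with DMSO; values of inactives mirror those of a sister screen read the other way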
PKA-R2B act = PKA-R2B complex activation | actives 0.079% (n = 340,000) | activation, % at 11.4 µM | PKA-R2B holoenzyme dissociation, Cy5-IP20 fluorescence polarization; R2B truncated from residue 108, S112A mutant; 0% DMSO only, 100% 113 µM cGMP | AID 504700;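 active = activation above a cutoff set at the mean over all compounds plus 3 SD, cut at about 18% in these data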;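 also: higher means more holoenzyme dissociation and a rise in polarization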
Target sequence (P31323 whole entry, looked up, other chains not shown, the tested form may be a part): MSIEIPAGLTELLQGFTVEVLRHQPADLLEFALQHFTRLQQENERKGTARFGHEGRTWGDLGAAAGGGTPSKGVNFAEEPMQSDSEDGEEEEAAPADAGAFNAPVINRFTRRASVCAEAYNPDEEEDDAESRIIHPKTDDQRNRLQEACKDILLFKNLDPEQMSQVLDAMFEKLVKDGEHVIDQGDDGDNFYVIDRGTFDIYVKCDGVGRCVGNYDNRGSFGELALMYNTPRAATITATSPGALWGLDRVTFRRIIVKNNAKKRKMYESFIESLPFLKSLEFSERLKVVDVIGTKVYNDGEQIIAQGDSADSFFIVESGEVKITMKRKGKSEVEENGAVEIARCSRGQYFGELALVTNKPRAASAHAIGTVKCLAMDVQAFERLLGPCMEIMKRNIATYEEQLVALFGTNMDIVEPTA
PKA-R1A act = PKA-R1A complex activation; P00514+P68181; PKA-R1A dissociation, Cy5-IP20 fluorescence polarization; scaled: DMSO 0%, 113 µM cGMP 100%; activation, % at 11.4 µM; actives 0.083% (n = 340,000);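 active = percent activation above the mean of all tested compounds plus 3 SD, cut at about 19% in these data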;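 also: higher means more PKAc released from R1A so a rise in polarization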
Pemphigus Ab inh = human desmoglein-3 autoantibody binding inhibition | actives 0.48% (n = 310,000) | DSG3-coupled beads, scFv-anti-DSG3-GFP binding, flow cytometry; stronger effect = lower value | P32926 | AID 588358 | binding (percent of control), % at 10 µM;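 active = binding more than 3 SD below its plate's average and above zero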;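 also: hits lower antibody fragment binding to DSG3; some compounds called inactive have numbers as strong as hits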
HTR5A inv ag = inverse agonist of human HTR5A in OPRM1-OPRD1 counter-screen. HTR5A cell line, luminescence, inverse agonism. actives 0.083% (n = 340,000). AID 504634. P47898. inhibition, % at 9.3 µM; in the data active = inhibition mostly above about 23%, no sharp cut-off; inactive = mostly below about 18%;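 also: 0% = cells with DMSO and 100% = no-cell wells with DMSO; some compounds called inactive have numbers as strong as hits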
Target sequence (P47898 whole entry, looked up): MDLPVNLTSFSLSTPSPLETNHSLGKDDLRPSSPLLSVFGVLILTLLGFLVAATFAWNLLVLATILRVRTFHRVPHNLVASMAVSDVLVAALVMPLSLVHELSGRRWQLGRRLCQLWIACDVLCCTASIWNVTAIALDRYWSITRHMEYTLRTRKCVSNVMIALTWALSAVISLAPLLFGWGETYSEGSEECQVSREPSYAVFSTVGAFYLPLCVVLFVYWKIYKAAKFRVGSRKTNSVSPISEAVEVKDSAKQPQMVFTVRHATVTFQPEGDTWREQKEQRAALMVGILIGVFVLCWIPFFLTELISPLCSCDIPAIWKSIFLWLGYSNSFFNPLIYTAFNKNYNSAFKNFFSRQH
HTR5A ag ctr = HTR5A agonism, opioid heterodimer counter-screen; HTR5A agonist assay, luminescence, cell-based; actives 0.61% (n = 340,000); activation, % at 9.3 µM; P47898; in the data active = activation mostly above about 9.5%, no sharp cut-off; inactive = mostly below about 7.6%;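 also: 0% = cells with vehicle only and 100% = reference agonist; strong numbers were not always called active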
Arr AP2 block = human beta-arrestin and AP2 interaction inhibition. FITC-arrestin peptide / GST-AP2 beads, flow cytometry; AP2 beta2 appendage carries R879A mutation. inhibition, % at 10 µM. actives 0.31% (n = 340,000). AID 504490;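 active = inhibition above a set limit, near 3 SD of compounds lacking own fluorescence, cut at about 54% in these data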;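 also: plate controls were DMSO wells for no effect and 5 µM unlabelled arrestin peptide for full effect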
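System: GST-AP2 R879A bound to glutathione beads, E. coli-expressed. Also added: 50 nM FITC-arrestin peptide. Schedule: compound with beads 12 min RT, then probe 1 h RT. Signal: bead flow cytometry, FITC channel. Read-out basis: percent response.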
Numbers without * were called inactive; x = no result given.

Compound	DAGLB inhibitor	MOR-DOR inv ag	V-ATPase pHluor	HTR5A ag ctr	Arr AP2 block	Pemphigus Ab inh	OPRM1-OPRD1 ag	PKA-R1A act	PKA-R2B act	HTR5A inv ag
Cc1ccc(S(=O)(=O)CC(=O)N(CCCN(C)C)c2nc3ccc(C)cc3s2)cc1	-0.2	10.2	3.4	-0.4	-16.8	103.5	-1.9	-12.1	-0.1	19.4
CN(C)S(=O)(=O)c1ccc(N2CCCC2)c(C(=O)Nc2ccc(C(N)=O)cc2)c1	1.6	10.1	5.0	-0.8	-0.7	103.3	-1.9	3.7	6.1	-3.9
CCCNc1ccc(C(=O)OCC)cc1[N+](=O)[O-]	-7.8	-21.8	-1.4	4.8	9.4	93.5	4.7	-7.0	-14.5	-13.3
Cc1cc(Cl)c(S(=O)(=O)N(C)C)cc1OCC(N)=O	0.3	4.3	-2.0	6.4	-0.8	91.4	-0.7	-12.2	-7.9	20.1
Cn1c(=O)c2c(ncn2CC(=O)N/N=C/c2ccco2)n(C)c1=O	-0.2	x	-2.6	x	15.3	124.5	x	-2.2	2.4	x
NC(=O)CC(NC(=O)c1cccc(Br)c1)c1ccc(N2CCN(c3ccccn3)CC2)c([N+](=O)[O-])c1 (stereo unspecified)	5.5	11.1	0.5	1.3	-2.8	101.3	-2.1	6.6	-4.3	-13.3
COCc1nnc(NS(=O)(=O)c2ccc(OC)cc2)s1	-0.8	-0.4	0.1	-1.7	32.8	108.7	0.1	6.0	-8.7	9.5
CC(C)c1cc(C(=O)O)on1	0.0	6.2	-0.8	-4.7	21.9	102.3	-1.3	-9.3	-10.9	2.0
COC(=O)CN(c1cccc(OC)c1)S(C)(=O)=O	-1.6	3.0	2.4	11.6	-4.8	106.1	-0.5	2.9	-2.1	-6.5
COc1ccc(NC(=O)C/C(C)=N/NC(=O)c2ccco2)c([N+](=O)[O-])c1	1.4	21.0	-3.8	1.7	-4.9	107.3	-4.0	4.1	-10.0	-4.5
O=C(c1ccc(Br)cc1)c1coc2ccc(O)cc12	-0.7	-32.4	-2.5	9.5	15.8	99.2	6.5	0.4	-0.5	-6.3
CC(=O)c1c(O)cc(O)cc1O	2.6	11.2	-3.0	-0.8	15.0	x	-2.2	-1.7	-1.7	21.1
CC(=O)c1ccc(OCCCC(=O)OCC(=O)N2CCN(S(=O)(=O)c3ccc(C)cc3C)CC2)cc1	0.5	9.0	-6.0	-1.3	2.9	95.8	-2.3	-13.1	-12.6	4.2
CCN(CC)c1ccc(/C=N/Nc2nc(C)cc(C)n2)c(O)c1	4.2	1.1	1.0	-5.9	10.9	109.6	-0.2	-4.8	-6.7	18.1
Cc1cccc(N2C(=O)N3[C@H](c4ccc(Br)cc4)[C@@H]4C(=O)N(C(C)(C)C)C(=O)[C@@H]4[C@]3(Cc3ccc(Cl)cc3)C2=O)c1	-1.2	-19.3	-1.6	1.1	5.2	99.5	3.4	-8.9	0.9	7.7
CC(C)(C)CN1CCN(Cc2nc(-c3ccc(F)cc3)cs2)CC1CCO (stereo unspecified)	-5.1	-37.2	-0.5	1.7	0.7	90.9	7.8	-2.1	-6.2	-6.2
Cn1c2c(sc1=O)CCC2	-0.5	15.9	0.3	1.2	-1.8	113.5	-3.1	-3.9	-6.4	-5.0
CCN(CC)c1ccc(NC(=O)Cn2cc3c(n2)CCC(C)C3)c(C)c1 (stereo unspecified)	-2.7	-33.9	0.8	1.4	23.6	103.2	6.6	9.2	4.8	-3.8
Cn1c(=O)c2c(SCc3ccccn3)nc(C3CC3)nc2n(C)c1=O	-0.2	10.1	2.1	0.7	-1.5	102.4	-1.7	3.8	14.6	7.4
CC(C)C[C@H]1CNC(=S)N1CC1CCN(CCC23CC4CC(CC(C4)C2)C3)CC1	-0.6	-10.4	-2.4	-1.3	-1.4	99.3	2.2	2.7	-11.8	4.6
Cc1c(O)nc(SCC(=O)Nc2ccc3c4c(cccc24)CC3)n(-c2ccccc2)c1=O	5.9	-1.7	6.2	0.2	16.9	113.8	0.2	2.6	1.8	-20.8
Cc1ccc(C(=O)COC(=O)CNC(=O)c2cccs2)cc1	-1.9	13.0	0.6	5.5	-8.6	97.3	-2.2	-3.3	-2.2	12.7
CCCOC(=O)c1ccc(NC(=O)CN(C)Cc2cccs2)cc1	-8.5	-20.7	-2.5	-6.6	-17.6	x	3.3	0.5	-4.6	-22.2
CCC(C)N1CC23C=CC(O2)C(C(=O)OC)C3C1=O (stereo unspecified)	-0.9	13.6	1.3	-2.2	-6.0	99.2	-2.6	-3.6	-9.7	6.1
CCOC(CNC(=O)c1ccc2nc(N3CCC(C)CC3)sc2c1)OCC	-2.2	9.1	0.3	-2.4	-8.5	x	-1.4	3.4	-5.0	11.3

3 compounds already listed, arranged by formula weight, falling:
Compound	DAGLB inhibitor	MOR-DOR inv ag	V-ATPase pHluor	HTR5A ag ctr	Arr AP2 block	Pemphigus Ab inh	OPRM1-OPRD1 ag	PKA-R1A act	PKA-R2B act	HTR5A inv ag
NC(=O)CC(NC(=O)c1cccc(Br)c1)c1ccc(N2CCN(c3ccccn3)CC2)c([N+](=O)[O-])c1 (stereo unspecified)	5.5	11.1	0.5	1.3	-2.8	101.3	-2.1	6.6	-4.3	-13.3
Cc1c(O)nc(SCC(=O)Nc2ccc3c4c(cccc24)CC3)n(-c2ccccc2)c1=O	5.9	-1.7	6.2	0.2	16.9	113.8	0.2	2.6	1.8	-20.8
CN(C)S(=O)(=O)c1ccc(N2CCCC2)c(C(=O)Nc2ccc(C(N)=O)cc2)c1	1.6	10.1	5.0	-0.8	-0.7	103.3	-1.9	3.7	6.1	-3.9

(further entries)
Compound	DAGLB inhibitor	MOR-DOR inv ag	V-ATPase pHluor	HTR5A ag ctr	Arr AP2 block	Pemphigus Ab inh	OPRM1-OPRD1 ag	PKA-R1A act	PKA-R2B act	HTR5A inv ag
COCC(=O)Nc1nnc(COc2ccc(Cl)cc2)s1	-2.4	3.3	0.5	2.1	26.5	107.5	-0.6	-11.9	-4.5	-7.5
CCN1CCN(c2cc(C)c3cc(NC(=O)CCC(=O)Nc4ccc(OC)c(OC)c4)ccc3n2)CC1	-2.5	6.3	-3.1	2.9	6.3	109.1	-1.4	-4.0	5.6	-10.2
CCOC(=O)c1c(C)[nH]c(C(=O)OCc2ccccc2F)c1C	-4.5	-70.1	-0.1	10.3	-3.8	113.7	10.0	-8.1	-11.1	-15.3
C[C@@H]1CN([C@@H](C)CO)C(=O)CCCn2nncc2CO[C@H]1CN(C)C(=O)c1ccc2ccn(C)c2c1	-1.1	x	-2.1	x	x	101.0	x	4.0	-3.4	x
COc1ccc(NS(=O)(=O)c2cccc(C(=O)NCC(c3ccccc3)N(C)C)c2)cc1 (stereo unspecified)	2.5	-18.0	-3.9	1.0	-0.4	93.9	2.7	-2.3	4.6	0.5
COC(=O)C(Cc1ccccc1)NC(=O)CNC(=O)c1ccccc1OC (stereo unspecified)	0.9	4.4	-4.0	4.4	-5.5	96.2	-0.8	0.7	-4.3	-35.0
Cc1nc(SCC(=O)NC2CCCC2)[nH]c(=O)c1C	0.5	9.2	-3.1	-1.1	-3.6	x	-1.5	-10.2	-5.8	17.9
CCC1CCCCN1C(=O)Cn1c(C(=O)OC)cc2sc(Cl)cc21 (stereo unspecified)	0.5	-0.4	-0.1	-0.3	-7.1	104.9	0.1	-8.9	-7.7	0.7
O=C(O)c1ccccc1NC(=S)NC(=O)c1cccc2ccccc12	-0.4	3.4	4.6	-4.8	45.3	102.9	-0.7	6.2	-11.9	12.9
O=C(Cn1cc(S(=O)(=O)Cc2cccc(F)c2)c2ccccc21)N1CCOCC1	-3.1	13.8	-3.9	-3.4	40.6	x	-2.6	-4.7	1.4	-19.7
O=C(CCN1C(=O)C2CC=CCC2C1=O)Nc1cccc(S(=O)(=O)N2CCCCC2)c1 (stereo unspecified)	-3.0	14.5	0.5	4.7	-19.6	98.7	-2.8	5.6	-1.8	-17.1
CCN1CCN(c2nc3ccccc3nc2C(C#N)C(=O)OCc2ccccc2)CC1 (stereo unspecified)	1.3	-17.4	-100.7	-0.4	1.3	95.5	3.3	-13.2	-8.4	21.2
CN1CCc2c(sc(NC(=O)c3ccc(S(=O)(=O)N4CCCC4)cc3)c2C(N)=O)C1	-6.4	14.3	-2.9	1.4	-3.1	x	-2.7	-7.2	6.4	8.1
CCN(CC(=O)NC(C)C)C(=O)Cc1ccc(C)c(C)c1	-0.6	6.3	-1.4	1.9	6.7	95.8	-1.3	-4.9	-11.2	-4.8
CCOC(=O)C1CCN(C(=O)Cn2nc(C)n3nc(-c4ccc(CC)cc4)cc3c2=O)CC1	-3.5	-1.7	-2.1	0.5	47.4	104.7	0.3	-1.1	-10.2	-6.5
O=C(NCc1ccccc1)C1CC(=O)N(C2CCCCC2)C1 (stereo unspecified)	0.8	7.4	4.2	0.4	-6.8	103.9	-1.1	-10.2	-4.3	3.9
CCOC(=O)CNC(=S)N(Cc1ccccc1)Cc1cccs1	-1.9	8.5	0.4	0.9	2.1	94.4	-1.8	-10.1	1.5	-2.4
COC(=O)COc1ccc2c(c1)O/C(=C\c1ccco1)C2=O	-0.5	0.9	5.4	1.8	15.1	96.6	-0.2	6.5	-13.4	-6.5
C/C(Cc1ccccc1)=N\NC(=O)CNC(=O)c1cccc(F)c1	-1.2	0.2	1.3	-6.0	46.9	x	0.0	-6.9	-12.8	-10.2
Cc1ccc(C)c(NC(=O)CSc2n[nH]c(-c3ccccn3)n2)c1	-0.2	-6.1	-1.9	-1.1	2.1	135.3	0.8	-0.7	-3.5	-1.7
CCOc1ccc(S(=O)(=O)Nc2ccc(C(=O)N3CCC3)cc2)cc1	0.6	14.1	0.4	-5.7	-6.3	105.3	-2.2	-1.6	6.1	15.6
COc1ccc(N2CCN(C(=O)CNS(=O)(=O)c3ccc(C)c(C)c3)CC2)cc1	-0.1	12.7	-3.1	1.8	34.9	94.9	-2.7	0.4	0.5	-0.2
COC(=O)COc1ccc(S(=O)(=O)N2CCN(c3ccccc3F)CC2)cc1C	-2.3	3.7	5.7	-2.5	10.3	95.1	-0.7	-6.6	-17.3	-4.4
CCNC(=S)NNC(=O)c1cc(-c2ccccc2C)nc2ccccc12	2.6	8.4	1.0	-3.9	9.0	99.8	-1.5	-5.1	-11.3	-15.7
Cc1onc(-c2ccccc2Cl)c1C(=O)NNC(=O)c1nn(C)cc1Cl	-2.0	9.6	-2.4	-0.7	-7.7	105.2	-1.9	-1.0	1.8	1.9

The list continues:
Compound	DAGLB inhibitor	MOR-DOR inv ag	V-ATPase pHluor	HTR5A ag ctr	Arr AP2 block	Pemphigus Ab inh	OPRM1-OPRD1 ag	PKA-R1A act	PKA-R2B act	HTR5A inv ag
CCOC(=O)c1ccc(NC(=O)CCc2c(C)nc3ncnn3c2C)cc1	-0.6	7.3	-7.0	3.8	8.8	101.3	-1.5	-12.0	-9.7	0.1
CCOC(=O)Cc1csc(NC(=O)c2ccc(C)o2)n1	-2.9	-0.8	7.7	-5.4	6.6	94.7	0.1	2.7	-3.9	-15.0
Cn1nnc(NC(=O)c2cccc(OCc3ccccc3)c2)n1	-3.8	17.6	-1.7	-6.4	-1.6	99.4	-3.1	-2.5	-0.9	24.1
Cc1nn(-c2ccccc2)c(C)c1NC(=O)CCl	-1.5	0.2	0.0	-5.8	8.4	85.3	0.0	-3.4	-5.2	15.4
